KDM5B inhibitor = blocks human KDM5B histone demethylase activity | AID 1347165 | hit rate 2.6% among 220,000 | KDM5B demethylase, FDH-coupled NADH fluorescence (FDH is formaldehyde dehydrogenase) | Potency, µM (titrated, usually from 57.7 µM), for the others: at the top dose activity change, negative = inhibition, usual class: inhibitors | Q9UGL1; active = well fitted inhibition curve with a large enough effect; inconclusive = small, poorly fitted or top-dose-only effect; inactive = no such curve, though single readings can be large or run the other way; note: 0% is about no effect; nearly all actives have a fitted effect of over 70% in size
Target sequence (Q9UGL1 whole entry, looked up): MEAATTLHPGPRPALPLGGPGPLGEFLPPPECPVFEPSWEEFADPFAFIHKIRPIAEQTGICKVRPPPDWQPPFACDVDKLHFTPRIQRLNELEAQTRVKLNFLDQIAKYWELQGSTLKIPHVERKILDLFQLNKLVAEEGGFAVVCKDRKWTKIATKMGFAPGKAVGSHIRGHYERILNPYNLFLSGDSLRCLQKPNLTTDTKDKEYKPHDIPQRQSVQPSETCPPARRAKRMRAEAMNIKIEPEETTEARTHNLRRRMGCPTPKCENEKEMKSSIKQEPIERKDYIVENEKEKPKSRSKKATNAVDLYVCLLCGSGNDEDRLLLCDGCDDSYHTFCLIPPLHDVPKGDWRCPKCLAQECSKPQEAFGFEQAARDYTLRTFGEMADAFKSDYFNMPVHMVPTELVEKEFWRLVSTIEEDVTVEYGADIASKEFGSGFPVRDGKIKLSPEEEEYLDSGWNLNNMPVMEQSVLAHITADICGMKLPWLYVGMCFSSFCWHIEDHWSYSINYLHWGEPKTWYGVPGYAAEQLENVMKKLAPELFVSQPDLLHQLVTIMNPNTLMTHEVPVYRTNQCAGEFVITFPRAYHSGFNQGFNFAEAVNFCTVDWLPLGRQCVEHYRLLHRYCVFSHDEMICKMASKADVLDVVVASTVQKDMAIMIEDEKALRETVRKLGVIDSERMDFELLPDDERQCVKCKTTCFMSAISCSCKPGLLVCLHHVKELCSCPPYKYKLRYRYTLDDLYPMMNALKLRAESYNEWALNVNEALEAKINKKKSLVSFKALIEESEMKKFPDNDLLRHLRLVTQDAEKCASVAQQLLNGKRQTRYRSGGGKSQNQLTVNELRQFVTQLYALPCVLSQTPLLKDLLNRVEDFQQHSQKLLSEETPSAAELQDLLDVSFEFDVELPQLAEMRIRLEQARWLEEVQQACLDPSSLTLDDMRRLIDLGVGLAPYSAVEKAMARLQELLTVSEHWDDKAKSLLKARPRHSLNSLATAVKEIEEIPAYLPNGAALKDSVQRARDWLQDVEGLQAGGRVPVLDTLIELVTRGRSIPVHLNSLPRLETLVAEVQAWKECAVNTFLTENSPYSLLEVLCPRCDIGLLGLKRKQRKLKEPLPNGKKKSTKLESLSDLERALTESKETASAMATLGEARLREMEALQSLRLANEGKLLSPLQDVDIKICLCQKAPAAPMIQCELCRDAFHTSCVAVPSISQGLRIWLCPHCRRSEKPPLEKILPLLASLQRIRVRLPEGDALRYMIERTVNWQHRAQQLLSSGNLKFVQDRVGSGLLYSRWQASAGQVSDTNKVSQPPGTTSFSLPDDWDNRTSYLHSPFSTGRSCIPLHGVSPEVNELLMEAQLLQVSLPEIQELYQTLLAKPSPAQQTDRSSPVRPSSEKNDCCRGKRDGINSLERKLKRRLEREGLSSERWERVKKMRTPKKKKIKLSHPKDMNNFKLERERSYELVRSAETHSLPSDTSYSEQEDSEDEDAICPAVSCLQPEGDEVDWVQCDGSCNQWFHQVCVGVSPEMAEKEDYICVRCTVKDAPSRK
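KDM5BΔAP (200 nM final) in 50 mM HEPES pH 7.5, 0.01% Tween-20 was preincubated 10 min at RT with compound over a concentration range. Substrate mix (H3K4me3 12.5 µM, α-KG 25 µM, Fe²⁺, ascorbate, NAD⁺, FDH) was added, and NADH fluorescence change over 30 min gave dose-response curves.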
Starred values were filed as active, the others as inactive; ? = inconclusive; & = joins results of further samples; [ ] = remark or other dose. Potency is the fitted concentration of half-maximal effect. Some of the compounds tested; rates above refer to the full screens.

SMILES	KDM5B inhibitor
O=C(NCc1cnn(-c2ccccc2)c1)C1CCN(S(=O)(=O)c2ccccc2C(F)(F)F)CC1	19.8%
Cc1ccc2c(c1)N(C(C)C(=O)NCc1ccc3c(c1)OCO3)C(=O)CO2 (centres undefined)	-4.0%
COc1ccc(C(=O)NC2CCN(c3cc(-c4ccc(F)cc4)[nH]n3)CC2)cc1F	12.0%
O=C(CC1CCCCC1)N1CCCC(c2noc(COc3ccccc3)n2)C1 (centres undefined)	5.4%
CNC(=O)[C@@H]1CN(C(=O)c2cc(F)cc(F)c2)C[C@H]1COC	-4.0%
Cc1ccc(C)c(CN2C(=O)NC3(CCN(C(=O)c4ccc[nH]c4=O)CC3)C2=O)c1	-22.8%
O=C1CCCN1CCCN1C(=O)[C@H]2CN(Cc3cccc(OC(F)(F)F)c3)C[C@H]2C1=O	16.1%
CNS(=O)(=O)c1cn(CC(=O)Nc2cccc(OC)c2)cc1S(=O)(=O)NC	-6.8%
O=C(Cc1ccc2c(c1)OCO2)N1CCc2onc(-c3cccc(F)c3)c2C1	13.0%
COc1ccc(-c2nc3c(c(SCC(=O)Nc4ccccc4F)n2)Cc2cc(C)ccc2O3)cc1	1.2%
CC1(CNc2ccccc2)COc2ccc(C(=O)NCc3cccs3)cc2N1 (centres undefined)	?
Cc1ccc(C)c(/C=C2\CCc3ccccc3C2=O)c1	3.8%
O=C(NCC1CN(C(=O)Cc2ccccc2)CC12CN(c1ccccc1)C2)C1CC1 (centres undefined)	10.6%[86.2 µM]
COc1ccccc1NC(=O)c1c(C)cc(C)nc1SCC(=O)NC1CCCCC1	-5.1%
Cc1cc2nc3n(c(=O)c2n1CC(=O)Nc1cccc(C(C)C)c1)CCCC3	-23.2%

Pulled by compound from the entries so far (4):
SMILES	KDM5B inhibitor
O=C(Cc1ccc2c(c1)OCO2)N1CCc2onc(-c3cccc(F)c3)c2C1	13.0%
COc1ccc(C(=O)NC2CCN(c3cc(-c4ccc(F)cc4)[nH]n3)CC2)cc1F	12.0%
CNC(=O)[C@@H]1CN(C(=O)c2cc(F)cc(F)c2)C[C@H]1COC	-4.0%
Cc1cc2nc3n(c(=O)c2n1CC(=O)Nc1cccc(C(C)C)c1)CCCC3	-23.2%

(listing goes on)
SMILES	KDM5B inhibitor
O=C(c1ccn[nH]1)N1CCC(c2nc(CCOCC3CCCC3)no2)C1 (centres undefined)	-6.6%
Brc1ccc(-c2noc(-c3ccc4c(c3)OCO4)n2)o1	6.8%
CCN(Cc1cc2ccccc2[nH]c1=O)S(=O)(=O)c1ccc(OC)cc1	20.1%
CCCCCCCn1c(CN2CCN(c3ccccc3F)CC2)nc2c1c(=O)n(C)c(=O)n2C	4.9%
COc1ccccc1CNC(=O)CSc1nc2[nH]ncc2c(=O)n1-c1ccccc1	-4.1%
O=c1c2c3c(sc2ncn1-c1ccc(Br)cc1)CCCC3	15.3%
N#Cc1ccc(C(=O)NCCc2cccnc2)cc1	5.3%
Cc1ccc(-n2cc(-c3ccccc3)c3c(N4CCN(CCO)CC4)ncnc32)cc1Cl	-4.3%
Cc1ccc(-c2nc(NC(C)(C)CO)nc3ccccc23)cc1	?
Cc1ccccc1NC(=O)c1cc2c(=O)n3cccc(C)c3nc2n1Cc1ccccc1	-35.9%
COc1ccc(OC)c(NC(=O)c2c(NCc3ccc(C)o3)sc3c2CCC(C)C3)c1 (centres undefined)	?
Cc1cccc(-n2c(SCC(=O)N3CCOCC3)nc3ccccc3c2=O)n1	0.7%
CCOc1ccc(Nc2nc(N3CCOCC3)c3cnn(C)c3n2)cc1	?
COc1ccc(CN2C[C@H](O)C[C@H]2c2nc(-c3ccc4c(c3)OCO4)no2)c(OC)c1OC	-8.2%
COc1ccccc1CN1CC(C(=O)N2CCOCC2)CCC1=O (centres undefined)	15.6%
Cc1ccc(C(=O)Nc2cccc(C(O)c3ccccc3)c2)cc1 (centres undefined)	14.1%
COc1cccc(N2CC(NC(=O)COc3ccc4ccccc4c3)CC2=O)c1 (centres undefined)	-6.6%
COc1cc2c(cc1C(=O)N1CCC3(CC(=O)NC3=O)C1)CCC2 (centres undefined)	16.7%
Cn1c(CN2CCC(O)CC2)nnc1C1CCCN(C(=O)CCN)C1 (centres undefined)	-19.7%
C/C(=N\NC(=O)c1ccc(C(C)(C)C)cc1)c1ccc(C)c(C)c1	8.4%
CN(CCCN1CCCCCC1)c1nc(-c2ccncc2)nc2c1cnn2C	?
O=C(NC(c1ccccc1)C1CC1)C1CCCO1 (centres undefined)	18.7%
COCc1nn2c3c(cnc2c1-c1cccc(Cl)c1)C(=O)CC(c1cccs1)C3 (centres undefined)	5.8%
CCN1CCN(CCCNC(=O)CS(=O)(=O)Cc2nc(-c3ccccc3C)oc2C)CC1	18.5%&-17.4%
COC1C(=O)N(C2CCN(C(=O)NCc3ccccc3)CC2)C12CCOCC2 (centres undefined)	23.4%
CC(=O)N1CCN(C(=O)C[C@@H]2CCNC[C@@H]2Cc2cc(CN3CCOCC3)on2)CC1	91.7%[activator][86.2 µM]
Cc1nnc([C@@H]2CC(F)(F)CN2C(=O)c2conc2C)o1	24.2%
COc1ccc(N2CCN(C(=O)c3c(C)oc4ncnc(N5CCCCC5)c34)CC2)cc1	?
CCC(CO)Nc1ncnc2c1CN(C1CCCNCC1)C(=O)CN2C (centres undefined)	-25.5%[115 µM]
O=C(Cc1cccnc1)N1CCCC(Cc2noc(-c3ccccc3)n2)C1 (centres undefined)	14.6%
CN(Cc1cccnc1)c1nc2c(c(=O)[nH]1)CCN(Cc1cccc(F)c1)CC2	2.4%
COc1cc(-n2ccc3c(nnc4c(-c5cccc(Cl)c5)c(C)nn43)c2=O)cc(OC)c1OC	-4.1%
CSc1ccc(NC(=O)/C=C/c2cccs2)cc1	3.9%
CC(Sc1nnc(-c2cccs2)n1-c1ccccc1)C(=O)Nc1ccc2c(c1)OCO2 (centres undefined)	-13.2%
Fc1ccc(N2CN(Cc3cccnc3)CNC2=S)cc1	37.0%
CCN1C(=O)COc2ccc(-c3nc(NC(=O)c4cccnc4)sc3C)cc21	11.1%
CCCn1c2ccccc2c2cnn(CC(=O)N(C)c3ccccc3CC)c(=O)c21	?
CCOc1ccccc1NC(=O)CCNS(=O)(=O)c1ccc2c(c1)CCN2C(=O)C1CC1	-30.7%
COC(=O)c1c(-c2ccc(Cl)cc2)noc1N1CCN(c2ccc(F)cc2)CC1	1.2%
O=C(C1CN(C(=O)c2cc(Cl)ccc2Cl)c2ccccc2O1)N1CCOCC1 (centres undefined)	-0.2%
CNC(=S)Nc1cccc(C(=O)OC)c1	22.4%
CC(NC(=O)/C=C/c1ccsc1)C1CCCO1 (centres undefined)	22.6%
c1ccc(C2=Nn3c(nnc3-c3cnccn3)SC2)cc1	-6.4%
CCOC(=O)c1c(NC(=O)c2cc3nc(-c4ccc(OC)cc4)cc(C(F)(F)F)n3n2)sc(C)c1C	-22.0%
CC(=O)c1cccc(S(=O)(=O)NCCC(=O)NC2CCCCCC2)c1	12.7%
COc1ccc(CC(=O)N[C@H]2C[C@@H](c3nc(-c4ccc5ccccc5c4)no3)N(C)C2)cc1	?
Cc1ccc(Nc2nc(-c3ccc([N+](=O)[O-])cc3)nc3ccccc23)cc1	11.1%
COc1ccc(NC(=O)c2nc3nc(C)cc(C(F)F)n3n2)c(C)c1	-9.8%
COC(=O)[C@]12C[C@H](CC(=O)NCCCN3CCCC3=O)C(=O)N(Cc3ccc(Cl)cc3Cl)C1=C[C@H](C(C)C)O[C@@H]2C1CC1	2.2%
O=C(O)c1occc1-c1cccs1	63.5%[activator]
CN(Cc1ccccc1C(F)(F)F)C(=O)Cc1ccc(F)cc1	7.3%[86.2 µM]
COc1ccc(NC(=O)Cn2cnc3c(nc4n3CCCCC4)c2=O)c(OC)c1	-5.8%
CCc1n[nH]c(CC2CCN(C(=O)c3ccnn3CC)CC2)n1	0.4%
CC(C)(C)c1ccc(-c2noc(-c3ccc4c(c3)CCO4)n2)cc1	-26.8%
CCOc1ccccc1NC(=O)N1CC(C(=O)N(C)C)C2(CCOCC2)C1 (centres undefined)	18.4%
O=C(COc1cccc(Br)c1)NCCc1c[nH]c2ccccc12	-9.7%
CCn1nc(C(=O)N(C)Cc2ccccc2N2CCCC2)c2ccccc2c1=O	-7.3%
Cn1cnc2c1c(=O)n(CCCSCc1ccccc1Br)c(=O)n2C	-2.2%
CC(C)Oc1ccc(CNC(=O)C2CCCN(c3cnn(C)c(=O)c3)C2)cc1 (centres undefined)	-21.7%
CN1CCCC1=NCCCn1cnc2c1c(=O)n(C)c(=O)n2C	-7.0%

Shown as labelled records: part of the list above.
CCc1n[nH]c(CC2CCN(C(=O)c3ccnn3CC)CC2)n1
  KDM5B inhibitor: 0.4%
CC(C)(C)c1ccc(-c2noc(-c3ccc4c(c3)CCO4)n2)cc1
  KDM5B inhibitor: -26.8%
CCOc1ccccc1NC(=O)N1CC(C(=O)N(C)C)C2(CCOCC2)C1 (centres undefined)
  KDM5B inhibitor: 18.4%

(further entries)
SMILES	KDM5B inhibitor
COc1ccc(/C=N/N(CCC(=O)NC(C)(C)C)C2=NS(=O)(=O)c3ccccc32)cc1	?
COc1ccc(CNCC#Cc2cccnc2)c(OC)c1	10.8%
COCCCNc1nc2ccccc2nc1NS(=O)(=O)c1ccc(OC)cc1	?
COCCNC(=O)[C@H]1N2C(=O)c3c(ccc(OC)c3OC)C2SC1(C)C (some centres undefined)	21.5%
O=S(=O)(NCC(c1ccco1)S(=O)(=O)c1cccs1)c1ccc(Cl)cc1 (centres undefined)	-2.1%
CC(C(=O)NCc1cccnc1)N(c1ccc(Oc2ccccc2)cc1)S(C)(=O)=O (centres undefined)	-11.9%
COc1ccc(C(=O)NCCCc2ccccc2)cc1	10.7%
COc1cccc(NC(=O)CSC2=Nc3ccccc3N=C(c3ccc(F)cc3)C2)c1	-18.6%
CN1CC2(CCN(C(=O)c3cccnc3)CC2)CC1C(=O)N1CCOCC1 (centres undefined)	0.6%
CC1CC(=O)Nc2ccccc2N1C(=O)CN(C)C(=O)c1cc(Cl)cc(Cl)c1 (centres undefined)	18.9%
Cc1cc(C)n(Cc2ccc(C(=O)N3CCC4(CC3)CCC(O)(CN(C)C)CC4)o2)n1	?
COCC1CN(C)CC12CCN(Cc1cnn(C(C)C)c1)CC2 (centres undefined)	?
CC(=O)NCCCC(=O)N1CCC2(CC1)CC(NC(C)=O)c1ccccc12 (centres undefined)	12.0%[115 µM]
Cn1c(SCc2coc(-c3cccs3)n2)nnc1C1CC1	-17.2%
COCCCNC(=O)c1ccc2c(c1)N=C(C)c1c(C)ccc(C)c1S2	-24.1%
COCCc1noc([C@@H]2CN(Cc3ccccc3C#N)C[C@H]2CO)n1	-3.2%
COc1cccc(C(=O)NCCNC(=O)c2cn(C)c3ccccc23)c1	9.9%
CN1CCC2(C1)CN(CC1CC1)c1ccc(C(=O)NC3CCCCC3)cc12 (centres undefined)	39.8µM*
CN(Cc1ccccc1)C(=O)CSc1nnc(-c2cccc(Cl)c2)o1	-29.1%
CCOCCOC(=O)c1nc2ccccc2nc1Nc1ccc(C)cc1C	-15.5%
CN1CCN(C(=O)[C@@H]2CCC[C@@H](NCC3CC3)CN(C)C(=O)C2)CC1	-6.1%[86.2 µM]
CCCCCOc1ccc(Cn2c(=O)oc3ccccc32)cc1	-1.3%
CCc1csc(CNC2CCC3(CCNCC3)CC2)n1	?
CCc1ccc(OC(=O)c2ccc(OC)cc2)c(Br)c1	-15.5%
CN1C(=O)Cc2cc(S(=O)(=O)CCC(=O)N3CCN(c4ccccc4F)CC3)ccc21	-16.7%
Cc1ccc(F)c(S(=O)(=O)N(Cc2nccn2C)C2CC2)c1	13.3%
Cc1ccc(-c2ccc(/C=C(\C#N)C(N)=S)n2C)cc1	32.6%
S=C1CCC(c2ccc(Br)cc2)=NN1c1ccccc1	-5.3%
CC(C)(C)c1ccc(CS(=O)CCC(=O)Nc2ccccc2)cc1 (centres undefined)	20.1%
CCc1ccc(S(=O)(=O)c2cn(C)c3cc(N4CCOCC4)c(F)cc3c2=O)cc1	?

Among those listed so far, 4 have a tert-butyl group.
SMILES	KDM5B inhibitor
C/C(=N\NC(=O)c1ccc(C(C)(C)C)cc1)c1ccc(C)c(C)c1	8.4%
CC(C)(C)c1ccc(-c2noc(-c3ccc4c(c3)CCO4)n2)cc1	-26.8%
COc1ccc(/C=N/N(CCC(=O)NC(C)(C)C)C2=NS(=O)(=O)c3ccccc32)cc1	?
CC(C)(C)c1ccc(CS(=O)CCC(=O)Nc2ccccc2)cc1 (centres undefined)	20.1%

Next results follow.
SMILES	KDM5B inhibitor
Cc1ccc2c(Cl)c(C(=O)NC(C)c3ccncc3)sc2c1 (centres undefined)	-5.6%
COc1ccc(-c2noc([C@@H]3CCCN3C(=O)Cc3ccc(F)cc3)n2)cc1	-12.2%
Cc1cc(Cl)cc(C)c1OCC(=O)NCc1cccc(NC(=O)C2CC2)c1	-5.3%
COc1ccc(CN2CCC(O)(c3csc(CN4CC[C@@H](O)C4)n3)CC2)cc1	-1.4%[86.2 µM]
CO[C@H]1C(=O)N(C2CCN(Cc3ccc(C)s3)CC2)[C@H]1c1ccncc1	-6.8%
COc1ccc(NC(=O)CSC2=Nc3ccccc3C3=NC(CCC(=O)NCCc4ccccc4)C(=O)N23)cc1 (centres undefined)	-9.3%
Cn1c(=O)c2c(nc(N3CCN(c4ccccn4)CC3)n2Cc2cccc(Cl)c2)n(C)c1=O	5.4%
COc1ccc(-c2[nH]ncc2CN2CCCO2)c(F)c1	25.5%
COc1cc(Nc2nc(-c3ccccc3F)no2)cc(OC)c1OC	36.9%
CCOc1ccc(NC(=O)Cc2csc(COc3cccc(C)c3)n2)cc1	12.3%
Cc1ccc(S(=O)(=O)c2nc(-c3cccs3)oc2SC(C)C)cc1	?
O=C(CCNC(=O)N1CCN(C(=O)c2cc3ccccc3[nH]2)CC1)NCc1ccccn1	26.7%
Cc1ccc(NC(=O)c2cc(Cl)ccc2F)cc1	9.6%
COc1ccc(CNC(=O)N[C@@H](CC(C)C)C(=O)O)cc1OC	19.4%

Assay outcomes from PubChem.
